IMPase Li inh – qHTS Assay for Identifying the Cell-Membrane Permeable IMPase Inhibitors: Potentiation with Lithium | CHO-M1 cells, IP1 TR-FRET (IP-One), carbachol + lithium | Potency, µM (highest dose often 59.4 µM), without a hit: top-dose activity, negative = IMPase inhibition, most hits filed as inhibitors | 210,000 compounds, 0.35% hits | AID 1457, 2008;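 also: IP1 builds up when IMPase is blocked and the TR-FRET signal falls; plate controls were basal vehicle for no effect and high inhibitor control for full effect; nearly all actives have a fitted effect of over 50% in size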
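Test compounds were applied to CHO-M1 cells previously cultured for 16–30 h at 2000 per well. A small lithium amount accompanied them; after 30 min at 37C, IP1 was quantified by TR-FRET.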
HTT ATP protect – qHTS Multiplex Assay to Identify Dual Action Probes in a Cell Model of Huntington: Cytoprotection (ATP) | PC12 HTT-Q103 induced, cytoprotection, ATP luminescence, 40 h | Potency, µM (highest dose often 56.4 µM), inactives show cytoprotection (ATP increase), actives largely listed as activators | 230,000 compounds, 0.14% hits;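 also: % of control where 0% means no effect; nearly all actives have a fitted effect of over 45% in size; toxic huntingtin expression switched on by the ecdysone agonist tebufenozide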
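Compounds added alongside 100 nM tebufenozide, which induces toxic Q103 huntingtin exon 1-GFP in stable PC12 cells; surviving cells quantified by luminescent ATP measurement. Medium: phenol red-free DMEM, 5% equine and 5% calf serum.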
HttQ103 aggreg – qHTS Multiplex Assay to Identify Dual Action Probes in a Cell Model of Huntington: Aggregate Formation (GFP). PC12 HttQ103-GFP aggregates, Acumen cytometry, 40 h. Potency, µM (titrated, usually from 46.1 µM), for the others: top-dose activity change, negative = inhibition, most hits filed as inhibitors. 220,000 compounds, 1.1% hits. AID 1688, 2009; also: % is scaled to controls: 0 for no effect and ±100 for the full control effect; nearly all actives have a fitted effect of over 60% in size
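PC12 cells stably carrying ecdysone-inducible HTT exon 1 Q103–GFP were induced with tebufenozide (100 nM final) and treated with library compounds in titration. GFP aggregates in lysates were counted by laser scanning cytometry.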
GAA spleen mod – qHTS Assay for Inhibitors and Activators of Human alpha-Glucosidase From Spleen Homogenate; Lysosomal alpha-glucosidase (Homo sapiens), P10253; human spleen homogenate, 4-MU-alpha-glucoside fluorescence; Potency, µM (highest dose often 79.9 µM), without a hit: at the highest dose activity change, negative = inhibition, hits mostly inhibitors; 240,000 compounds, 0.006% hits;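 also: 0% = enzyme with vehicle and -100% = no enzyme basal signal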
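Human spleen homogenate (1 ug) incubated with compounds and 1 mM 4-methylumbelliferyl-alpha-D-glucopyranoside in pH 5.0 citrate/phosphate buffer, 37 C, 40 min. Stopped at pH 10; 4-MU fluorescence (Ex 365/Em 440 nm); AC50 by Hill fit.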
GAA inhib – qHTS Assay for Inhibitors of Human alpha-Glucosidase as a Potential Chaperone Treatment of Pompe Disease; Lysosomal alpha-glucosidase (Homo sapiens), P10253; purified human GAA, 4-MU-alpha-glucoside fluorescence; Potency, µM (titrated, usually from 76.9 µM), inactives show top-dose activity change, negative = inhibition, actives largely listed as inhibitors; 200,000 compounds, 0.005% hits; AID 1466, 2008;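 also: plate controls were uninhibited enzyme wells for no effect and no-enzyme background for full effect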
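Enzyme (4 nM final) mixed with compound (up to 77 uM), then 4-MU-alpha-D-pyranoside (400 uM final) added; 20 min at room temperature, pH 5.0. Reaction stopped at pH 10, fluorescence read, AC50 derived by Hill fit.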
RGS12 GoLoco inh – qHTS Assay for Inhibitors of RGS12 GoLoco Motif Activity (Red Fluorophore) | Gai1:RGS12 GoLoco peptide FP, rhodamine, 10 min | Potency, µM (top dose mostly 61.6 µM), for the others: at the highest dose activity, negative = inhibition, most hits filed as inhibitors | 230,000 compounds, 0.44% hits | AID 880, 2007; active = well fitted inhibition curve with a large enough effect, not every such curve was filed as active; inactive = no such curve, though single readings can be large or run the other way; also: % is scaled to controls: 0 for no effect and ±100 for the full control effect; nearly all actives have a fitted effect of over 30% in size; many of its hits are not listed in these tables
Target sequence (P63096 whole entry, looked up): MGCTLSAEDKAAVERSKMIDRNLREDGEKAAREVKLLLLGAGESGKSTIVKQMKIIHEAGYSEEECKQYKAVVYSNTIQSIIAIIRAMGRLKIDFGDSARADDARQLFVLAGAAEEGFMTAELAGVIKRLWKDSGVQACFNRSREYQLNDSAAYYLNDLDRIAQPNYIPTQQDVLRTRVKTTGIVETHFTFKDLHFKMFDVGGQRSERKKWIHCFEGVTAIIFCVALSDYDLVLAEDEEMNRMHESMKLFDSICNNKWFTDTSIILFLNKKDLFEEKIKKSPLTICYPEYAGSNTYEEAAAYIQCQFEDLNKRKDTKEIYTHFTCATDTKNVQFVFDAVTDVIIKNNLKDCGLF
GAA glycogen mod – qHTS Assay for Inhibitors and Activators of Human alpha-Glucosidase Cleavage of Glycogen. Lysosomal alpha-glucosidase (Homo sapiens), P10253. recombinant GAA, glycogen substrate, Amplex Red glucose oxidase fluorescence. Potency, µM (top dose mostly 76.4 µM), without a hit: top-dose activity change, negative = inhibition, hits mostly inhibitors. 300,000 compounds, 0.38% hits;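 also: 0% = full enzyme reaction and -100% = no-enzyme basal signal; the screen sought inhibitors and activators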
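Recombinant human enzyme (4 nM); glycogen substrate; 37 C, 40 min, pH 5.0. Readout: coupled glucose oxidase/Amplex Red fluorescence.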
Numbers without * were called inactive; & = joins results of further samples; [ ] = remark or other dose. Unless noted, calls follow the shape of the dose curve; as a rule, active = well fitted curve in the direction sought with a large enough effect; inconclusive = small, poorly fitted or top-dose-only effect, or another doubt; inactive = no such curve, though single readings can be large; an effect the other way counts as inactive or inconclusive. Potency is read from the fitted curve at half-maximal effect.

Results for c1ccc(-c2c3ccccc3nc3[nH]c4ccccc4c23)cc1 ?
IMPase Li inh: 12%&-13%; HTT ATP protect: -95%[inhibitor]; HttQ103 aggreg: -10%; GAA spleen mod: -6%&-11%; GAA inhib: 9%; RGS12 GoLoco inh: 3%&-6%; GAA glycogen mod: -9%

Results for N[C@@H](CO)c1nnc([C@H](CC(=O)O)NC(=O)C2CCNCC2)o1 ?
IMPase Li inh: 4%; HTT ATP protect: 35%[10 µM]; HttQ103 aggreg: 5%[9.22 µM]; GAA spleen mod: 4%; RGS12 GoLoco inh: 1%; GAA glycogen mod: 10%

How did COc1cccc(NC(=O)C2CCCN2C(=O)Nc2ccccc2F)c1 (configuration not stated) do in these assays?
IMPase Li inh: 16%[38.3 µM]; HTT ATP protect: 6%[10 µM]; HttQ103 aggreg: -12%; GAA spleen mod: 9%; GAA inhib: -5%; RGS12 GoLoco inh: -13%; GAA glycogen mod: -21%

How did CC(C)c1nc(SCC(=O)Nc2cccc(C(F)(F)F)c2)c2c(=O)n(C)c(=O)n(C)c2n1 do in these assays?
IMPase Li inh: 3%; HTT ATP protect: 16%[10 µM]; HttQ103 aggreg: inconclusive; GAA spleen mod: -2%; GAA inhib: -8%; RGS12 GoLoco inh: -4%; GAA glycogen mod: -1%

Results for C=CCO/N=C(/C)c1c(O)c(CC)c(-c2ccccc2)n(-c2ccccc2)c1=O ?
IMPase Li inh: -5%; HTT ATP protect: -2%[10 µM]; HttQ103 aggreg: 2%; GAA spleen mod: -4%; GAA inhib: 4%; RGS12 GoLoco inh: 12%; GAA glycogen mod: 1%

Results for O=C(OCc1ccccc1)c1ccc2c(c1)-c1ccccc1C2=O ?
IMPase Li inh: 13%; HTT ATP protect: 0%[10 µM]; HttQ103 aggreg: -22%; GAA spleen mod: -6%; GAA inhib: 3%; RGS12 GoLoco inh: 2%; GAA glycogen mod: -10%

What do the screens show for `CC(CN1CCOCC1)OC(=O)c1ccc2c(c1)OCCO2` (configuration not stated)?
IMPase Li inh: 4%[38.3 µM]; HTT ATP protect: -23%[10 µM]; HttQ103 aggreg: inconclusive; GAA spleen mod: -4%; GAA inhib: -18%; RGS12 GoLoco inh: -12%; GAA glycogen mod: -2%

How did O=c1cc(CSc2nnc(-c3ccccc3)o2)c2ccccc2[nH]1 do in these assays?
IMPase Li inh: 7%; HTT ATP protect: -15%; HttQ103 aggreg: -1%; GAA spleen mod: -1%; GAA inhib: -4%; RGS12 GoLoco inh: 13%; GAA glycogen mod: 3%

Results for CC(C)(C)C(=O)N1NC(=Nc2ccccc2)SC1(C)C ?
HTT ATP protect: 5%[10 µM]; HttQ103 aggreg: 18%[9.22 µM]; GAA spleen mod: 5%; GAA inhib: -2%; RGS12 GoLoco inh: -4%; GAA glycogen mod: -4%

Results for OCC(O)C1OC(Nc2ccc(Br)cc2)C(O)C1O (configuration not stated) ?
IMPase Li inh: -1%; HTT ATP protect: 13%[10 µM]; HttQ103 aggreg: 1%[9.22 µM]; GAA spleen mod: -3%; GAA inhib: 6%; RGS12 GoLoco inh: 14%; GAA glycogen mod: inconclusive

What do the screens show for `Cc1onc(-c2ccccc2Cl)c1C(=O)Nc1cccc(-c2cn3cccnc3n2)c1`?
IMPase Li inh: 15%[38.3 µM]; HTT ATP protect: 3%; HttQ103 aggreg: -17%; GAA spleen mod: 0%; GAA inhib: inconclusive; RGS12 GoLoco inh: 5%; GAA glycogen mod: -1%

Results for Cc1ccc(N(Cc2cc3ccc(C)cc3[nH]c2=O)S(C)(=O)=O)c(C)c1 ?
HTT ATP protect: 5%[10 µM]; HttQ103 aggreg: -20%[9.22 µM]; GAA spleen mod: -2%; RGS12 GoLoco inh: 6%; GAA glycogen mod: -1%

What do the screens show for `Cn1c2c(c(=O)n(C)c1=O)C(C(F)(F)F)(C(F)(F)F)N=C(c1ccccc1Cl)N2`?
IMPase Li inh: 23%[38.3 µM]; HTT ATP protect: 3%; HttQ103 aggreg: inconclusive; GAA spleen mod: -4%; GAA inhib: -12%; RGS12 GoLoco inh: -2%; GAA glycogen mod: 3%

What do the screens show for `O=C(N/N=C/c1cc2ccccc2nc1Cl)c1ccncc1`?
IMPase Li inh: 9%; HTT ATP protect: 23%[10 µM]; HttQ103 aggreg: -4%; GAA spleen mod: -1%; GAA inhib: -12%; RGS12 GoLoco inh: 0%; GAA glycogen mod: -9%

Results for Cn1cccc1CC(=O)NNC(=S)NC(=O)c1ccc(F)cc1 ?
HTT ATP protect: -8%[10 µM]; HttQ103 aggreg: -14%[9.22 µM]; GAA spleen mod: -8%; RGS12 GoLoco inh: 9%; GAA glycogen mod: inconclusive

What do the screens show for `CCn1c(N2CCN(S(=O)(=O)c3ccc(F)cc3)CC2)nc2ccccc21`?
IMPase Li inh: 20%; HTT ATP protect: 7%[10 µM]; HttQ103 aggreg: -5%[9.22 µM]; GAA spleen mod: 5%; GAA inhib: 8%; RGS12 GoLoco inh: 1%; GAA glycogen mod: -11%

How did O=C(O)c1cc(-c2cccnc2)nc2ccc(Br)cc12 do in these assays?
IMPase Li inh: 2.8µM*; HTT ATP protect: -55%; HttQ103 aggreg: 3%; GAA spleen mod: -3%; GAA inhib: 2%; RGS12 GoLoco inh: 12%; GAA glycogen mod: 2%

How did CC(C)(C)n1ncc2c(=O)n(CC(=O)Nc3ccccc3)cnc21 do in these assays?
IMPase Li inh: -7%[38.3 µM]; HTT ATP protect: 10%; HttQ103 aggreg: 8%; GAA spleen mod: -11%; GAA inhib: 3%; RGS12 GoLoco inh: 4%; GAA glycogen mod: -7%

Results for COc1cc(/C=C2/C(=O)N(c3ccc([N+](=O)[O-])cc3)N=C2N2CCOCC2)ccc1O ?
HTT ATP protect: 16%[10 µM]; HttQ103 aggreg: 9%[9.22 µM]; GAA spleen mod: -5%; GAA inhib: -5%[15.4 µM]; RGS12 GoLoco inh: 11%; GAA glycogen mod: inconclusive

Results for O=C(c1csc(Nc2ccccc2Cl)n1)N1CCCC1 ?
IMPase Li inh: -4%; HTT ATP protect: -10%[10 µM]; HttQ103 aggreg: -3%; GAA spleen mod: 0%; GAA inhib: 2%; RGS12 GoLoco inh: -6%; GAA glycogen mod: 9%

Random excerpt: two compounds from above, in no set order.
How did O=c1cc(CSc2nnc(-c3ccccc3)o2)c2ccccc2[nH]1 do in these assays?
IMPase Li inh: 7%; HTT ATP protect: -15%; HttQ103 aggreg: -1%; GAA spleen mod: -1%; GAA inhib: -4%; RGS12 GoLoco inh: 13%; GAA glycogen mod: 3%

What do the screens show for `Cc1onc(-c2ccccc2Cl)c1C(=O)Nc1cccc(-c2cn3cccnc3n2)c1`?
IMPase Li inh: 15%[38.3 µM]; HTT ATP protect: 3%; HttQ103 aggreg: -17%; GAA spleen mod: 0%; GAA inhib: inconclusive; RGS12 GoLoco inh: 5%; GAA glycogen mod: -1%

Remaining list, next part:
How did CCCCCCc1nnc(N)s1 do in these assays?
IMPase Li inh: 21%[38.3 µM]; HTT ATP protect: 0%; HttQ103 aggreg: 1%; GAA spleen mod: -6%; GAA inhib: 4%; RGS12 GoLoco inh: -15%; GAA glycogen mod: -3%

How did COCc1cc(C)nc(OCC(=O)N/N=C/c2ccc(-c3cc([N+](=O)[O-])ccc3C)o2)c1C#N do in these assays?
IMPase Li inh: 14%; HTT ATP protect: 7%[10 µM]; HttQ103 aggreg: 7%; GAA spleen mod: -8%; GAA inhib: -9%; RGS12 GoLoco inh: -8%; GAA glycogen mod: 10%

Results for CCOc1ccc(C(NC(C)=O)c2ccc(OC)c(OC)c2)cc1 (configuration not stated) ?
IMPase Li inh: 4%; HTT ATP protect: -1%; HttQ103 aggreg: 12%; GAA spleen mod: -6%; GAA inhib: 12%; RGS12 GoLoco inh: 16%; GAA glycogen mod: 3%

How did O=C(Cc1c[nH]c2ccccc12)NCc1ccc(Cl)cc1Cl do in these assays?
IMPase Li inh: -5%; HTT ATP protect: 18%[10 µM]; HttQ103 aggreg: 6%; GAA spleen mod: -8%; GAA inhib: 4%; RGS12 GoLoco inh: 10%; GAA glycogen mod: 5%

What do the screens show for `COCCCNC(=O)c1ccc(CS(=O)(=O)Cc2cccc(C)c2)o1`?
IMPase Li inh: 0%[38.3 µM]; HTT ATP protect: -18%; HttQ103 aggreg: 4%; GAA spleen mod: -6%; GAA inhib: -10%; RGS12 GoLoco inh: 2%; GAA glycogen mod: 11%

Results for CCC(=O)Nc1nc2ccccc2n1Cc1ccc(C)cc1 ?
IMPase Li inh: -9%[38.3 µM]; HTT ATP protect: 15%; HttQ103 aggreg: -22%; GAA spleen mod: -5%; GAA inhib: -5%; RGS12 GoLoco inh: 2%; GAA glycogen mod: -8%

What do the screens show for `CCCN(C(=O)c1cc(S(=O)(=O)N2CCCCC2)ccc1Cl)C1CCS(=O)(=O)C1` (configuration not stated)?
HTT ATP protect: 9%[10 µM]; HttQ103 aggreg: -4%[9.22 µM]; GAA spleen mod: 3%; RGS12 GoLoco inh: 3%; GAA glycogen mod: 1%

How did O=C(NC(Cc1ccc2c(c1)OCO2)C(=O)N1CCCC1C(=O)O)c1ccccc1 (configuration not stated) do in these assays?
IMPase Li inh: 0%[38.3 µM]; HTT ATP protect: 12%; HttQ103 aggreg: 5%[9.22 µM]; GAA spleen mod: 2%; GAA inhib: -4%; RGS12 GoLoco inh: -5%; GAA glycogen mod: 2%

How did COCC(C)n1c(C)cc(C(=O)CSc2nnc(N)s2)c1C (configuration not stated) do in these assays?
IMPase Li inh: 21%[38.3 µM]; HTT ATP protect: -12%; HttQ103 aggreg: 25%; GAA spleen mod: -1%; GAA inhib: 3%; RGS12 GoLoco inh: 23%; GAA glycogen mod: -14%

How did O=C(CN1CCN(c2ccccc2)CC1)N1N=CCC1c1ccccc1 (configuration not stated) do in these assays?
IMPase Li inh: 1%[38.3 µM]; HTT ATP protect: 21%; HttQ103 aggreg: 1%; GAA spleen mod: -2%; GAA inhib: 3%; RGS12 GoLoco inh: -1%; GAA glycogen mod: 6%

Some of the compounds tested; the hit share may differ from the screen's.
